# mcGAS lum: inhibitors of mouse cGAS; recombinant cGAS, Kinase-Glo ATP depletion luminescence; Q8C6L5; actives 0.15% (n = 160,000); inhibition, % at 12.5 µM;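 note: 0% = negative control wells and 100% = reference inhibitor with no enzyme activity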
# hcGAS inh: inhibitors of human cGAS; AID 1259398; recombinant h-cGAS, ATP depletion, Kinase-Glo luminescence; inhibition, % at 12.5 µM; Q8N884; actives 0.081% (n = 290,000);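 note: 0% = vehicle reaction and 100% = reaction without DNA for no activity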
# Target sequence (Q8N884 whole entry, looked up): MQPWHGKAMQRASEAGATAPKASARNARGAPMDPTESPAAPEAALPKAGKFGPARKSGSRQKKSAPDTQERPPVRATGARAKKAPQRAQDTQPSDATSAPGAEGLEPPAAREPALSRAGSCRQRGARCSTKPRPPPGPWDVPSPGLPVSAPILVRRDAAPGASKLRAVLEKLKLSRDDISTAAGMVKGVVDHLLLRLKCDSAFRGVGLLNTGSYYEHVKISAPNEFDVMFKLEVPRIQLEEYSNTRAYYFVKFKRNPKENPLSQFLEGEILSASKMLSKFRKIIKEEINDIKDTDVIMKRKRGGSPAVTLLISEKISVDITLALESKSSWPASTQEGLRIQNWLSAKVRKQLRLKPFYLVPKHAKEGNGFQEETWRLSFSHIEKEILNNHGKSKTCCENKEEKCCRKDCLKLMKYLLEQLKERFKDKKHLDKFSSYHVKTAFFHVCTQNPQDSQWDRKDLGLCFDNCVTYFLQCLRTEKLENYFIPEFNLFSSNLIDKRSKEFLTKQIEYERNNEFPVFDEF
# NPYLR7 agonist: mosquito NPYLR7 agonism; HEK293T NPYLR7/Galpha15, GCaMP6s calcium fluorescence; activation, % at 10 µM; actives 0.15% (n = 270,000); in the data active = activation above about 40%;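 note: 0% = vehicle and 100% = reference agonist at the receptor; some compounds past the cut are filed as inactive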
# The depositor's hits bear a star; nt = no result given; & = joins results of further samples. Cut-off read from the data, not from the text of the source, unless noted: active = inhibition above about 40%; inactive = the rest.
SMILES,mcGAS lum,hcGAS inh,NPYLR7 agonist
CNCc1ccc(-c2cc(-c3nc(-c4ccc(S(=O)(=O)C(C)C)cc4)cnc3N)on2)cc1,-5,5,-4
Cc1ccccc1-n1ncc(C(=O)Nc2ccccc2C(=O)N(C)C)c1C,nt,1,-1
Cc1nc(SCc2cccc(C(=O)O)c2)nc(N2CCN(c3cccc(C(F)(F)F)c3)CC2)c1C,-5,-4,9
O=C(O)C1CCN(C(=O)N2C[C@H]3C[C@H](C2)[C@H]2CCCC(=O)N2C3)CC1,-6,-7,nt
COCc1ccc(CN2CCC(CCC(=O)NC3CC3)CC2)o1,nt,-4,3
CCCCOc1ccc(NC(=O)NCc2nncn2C2CC2)c(C)c1,-16,-6,2
CC(C)NC(=O)N(Cc1ccco1)Cc1cc(NC(=O)c2cccc(F)c2)ccc1N(C)C,1,4,3
Cc1ccc(-c2noc(C(NCC(O)Cc3ccccc3)C(C)C)n2)cc1Cl (configuration not stated),-6,-6,12
CC(=O)N1CCN(c2c(C)cnc3c2c(=O)n(CC(N)=O)c(=O)n3C)CC1,-6,-11,1
OCC1(Cc2cccc(F)c2)CCN(Cc2cccc3nccnc23)CC1,-3,1,-7
CC(c1ccccc1)N(Cc1ccco1)Cc1nc(C(=O)O)co1 (configuration not stated),-4,-2,16
CCOC(=O)CCC(=O)Nc1nn(C)c2c1C(C)CC(=O)N2 (configuration not stated),-9,-2,-3
CN(CC(=O)N1CCCCC1)c1nnc(N2CCCC2=O)s1,-6,-14,nt
CCN1CCN(C(=O)NC(c2ccc(C)c(F)c2)C(Cl)Cl)CC1 (configuration not stated),nt,-6,3
N#Cc1ccc(S(=O)(=O)Cl)cc1,-7,-5,21
COc1ccccc1-n1ccnc(SCc2ccccc2C)c1=O,7,13,7
CC(C)(C)n1ncc2c(=O)n(NC(=O)Cc3ccc(Cl)cc3)cnc21,nt,1,6
O=C(c1cn(C2CCCCC2)nn1)N1CCCC2(CCCN(Cc3ccccc3)C2)C1 (configuration not stated),nt,-8,4
Cc1nc(N2CCCC2)nc(-c2cccc(O)c2)c1C,nt,-2,-1
CCOC(=O)N(C)c1c(CC)nc2c(OCc3ccccc3C)cccn12,-2,-3,2
CCOC(=O)C1CCN(c2nc(CCc3ccccc3)nc3sc4c(c23)CCCCC4)CC1,-5,-9,4
O=C(COC(=O)c1ccc([N+](=O)[O-])cc1Cl)c1ccc(Br)cc1,-7,-5,-2
CCC(NC(=O)N1CCC(CN2CCOCC2)CC1)c1ccncc1 (configuration not stated),nt,-4,0
CN[C@H](CC(C)C)C(=O)N[C@H]1C(=O)N[C@@H](CC(N)=O)C(=O)N[C@H]2C(=O)N[C@H]3C(=O)N[C@H](C(=O)N[C@H](C(=O)O)c4cc(O)cc(O)c4-c4cc3ccc4O)[C@H](O)c3ccc(c(Cl)c3)Oc3cc2cc(c3O[C@@H]2OC(CO)[C@@H](O)[C@H](O)[C@H]2O[C@H]2C[C@](C)(N)[C@H](O)[C@H](C)O2)Oc2ccc(cc2Cl)[C@H]1O (some centres not stated),nt,-6,-2
Cc1cc(CNC(=O)c2noc(-c3cccnc3)n2)no1,-15,-8,2

# More records follow.
SMILES,mcGAS lum,hcGAS inh,NPYLR7 agonist
Cc1ccc(Cn2c(=O)c3c(nc4n(C5CCCC5)c(C)c(C)n34)n(C)c2=O)cc1,-9,-6,3
CCS(=O)(=O)Oc1ccc(CN(CC(C)C)S(=O)(=O)c2cccc(C(F)(F)F)c2)cc1,-4,-2,14
CCC(C)NCC(O)COC12CC3CC(CC(C3)C1)C2 (configuration not stated),-8,-6,1
CCc1nc2ccc(C(=O)Nc3ccc(Cl)c(Cl)c3)cn2c1N(CC)Cc1ccc(OC)c(OC)c1,-3,-2,9
CC(O)CC(C)(C)CNC(=O)C(C)(C)c1cccc(C#N)c1 (configuration not stated),-17,-19,1
Cc1c(C(=O)Nc2ccc(N3CCN(C)CC3)nc2)oc2ccccc12,-6,-5,3
Cc1[nH]n(-c2nc(-c3ccc(Cl)cc3)cs2)c(=O)c1N=Nc1ccccc1C(=O)O,-6,-4,-2
CCCN(Cc1ccccc1OC)Cc1c(C)nn(C)c1Cl,-9,-5,6
CC(Cn1ccc2ccccc21)NCC(=O)Nc1cnccn1 (configuration not stated),-18,-4,5
COc1cccc(NC(=O)N2CCc3cc(OC)c(OC)cc3C2c2ccccc2)c1 (configuration not stated),-5,-3,17
CC1(C(=O)NCCc2ccccc2)CCN1Cc1ccccc1Cl (configuration not stated),nt,-12,5
COCCn1c(=NC(=O)c2cc(C)nn2C)sc2cc(F)ccc21,nt,-1,-5
COc1ccccc1OCCN1CCC(C(=O)NC(c2ccc(F)cc2)c2ccccn2)CC1 (configuration not stated),-3,-3,10
O=C(c1ccc2c(c1)OCO2)N(CC(=O)N1CCc2sccc2C1COc1cccc(F)c1)C1CC1 (configuration not stated),-5,-5,-1
COc1ccc(C2CC2C(=O)N2CCN(C)CC2C)cc1 (configuration not stated),nt,-8,3
COc1ccc(CN(Cc2cccc(C(F)(F)F)c2)Cc2nc(C(=O)NCC3CCCO3)co2)c(OC)c1 (configuration not stated),-5,-3,3
O=C(NCCc1ccccn1)c1cccnc1Nc1cccc(Cl)c1,0,1,8
CC(=O)N1CCc2c(sc(NC(=O)c3ccc(Cl)s3)c2-c2nc3ccccc3s2)C1,nt,3,1
NC(=O)C1CCN(S(=O)(=O)c2cccs2)CC1,nt,-13,9
CSCc1noc(CNc2nccc(-c3cn(C)nc3C)n2)n1,nt,-5,20
Cc1c(C)n2c3c(=O)n(C)c(=O)n(C)c3nc2n1Cc1c(F)cccc1Cl,nt,2,10
COC(=O)C1=C(C)NC(=O)N(C(C)=O)C1c1ccc2c(c1)OCO2 (configuration not stated),nt,0,-4
Fc1cccc(Cl)c1CN1CCN(c2nnnn2-c2ccccc2)CC1,nt,1,9
O=[N+]([O-])c1ccc(N=Nc2c(O)[nH]c3ccc(Br)cc23)c([N+](=O)[O-])c1,nt,-5,-2
COC(C(=O)Nc1ccnn1C1CCN(C(=O)c2cccc(F)c2)CC1)c1ccccc1 (configuration not stated),nt,-3,5

# The listing continues.
SMILES,mcGAS lum,hcGAS inh,NPYLR7 agonist
Oc1ccc(C2=Nn3c(nnc3-c3ccccc3O)SC2)cc1O,nt,2,14
CCCCc1ccc(C(=O)Nc2ccccc2C2SCC(=O)N2c2ccc(OC)cc2OC)cc1 (configuration not stated),-3,-5,12
COc1ccc(-c2cc(C(=O)NCCN3CCCCC3)n3nc(C(C)(C)C)cc3n2)cc1,-6&-4,-2&-2,17&2
COc1ccc(C(=O)N(Cc2cccc(C)c2)[C@@H]2CCCCC2NC(=O)[C@H]2CCCN2C(=O)c2ccc(Cl)cc2Cl)cc1 (some centres not stated),-10,-10,22
C=CC[C@@H]1CC=C[C@@H](C)N1C(=O)COc1ccc(F)cc1,nt,5,12
CSc1nnc(C(C)(C)C)c(=O)n1N=Cc1ccc([N+](=O)[O-])cc1,-4,-4,-7
COc1ccc(C2CC(=O)C3=C(C2)N=C(C)C(C#N)C3c2cc(OC)c(OC)cc2Br)cc1 (configuration not stated),nt,-5,-5
COc1ccc(OC(F)(F)F)cc1CC1(C)C(=O)Nc2c(Cl)ccc(Cl)c21 (configuration not stated),nt,-2,2
CCn1nnc2c(N3CCN(C(C)=O)CC3)ncnc21,nt,-10,12
O=C(Nc1cccc(O)c1)c1cccc(S(=O)(=O)N2CCOCC2)c1,-8,6,6
C=CCn1nnc(NC(=O)c2ccc(OCC)c(Br)c2)n1,nt,-5,0
O=C(CCl)Nc1cc([N+](=O)[O-])ccc1Cl,52*,-2,-6
CCCN(CCC)C(=O)c1csc(CSc2nnc(C)n2-c2ccccc2C)n1,-6,-8,1
CCOC(=O)c1sc2c(c1C)c(=O)c(C(=O)OCC)cn2CC,-3,-4,9
COCC(C)N1CCN(C(C)c2cccc(Cl)c2)CC1 (configuration not stated),nt,-9,0
CCOC(=O)CNC(=O)N(CC(=O)N(CCc1c[nH]c2ccccc12)Cc1ccc(C(F)(F)F)cc1)C1CC1,-5,-3,13
CC1c2cc3c(cc2C2(CCCC2)CN1C(=O)CCNC(=O)c1ccco1)OCCO3 (configuration not stated),-19,-13,-1
COc1ccccc1N1CCC(N2CC[C@H](CO)[C@H](O)C2)CC1,nt,-5,10
CNC(=O)c1cncc(/C=C/C(=O)N(C)Cc2ccc(F)c(F)c2)c1,nt,6,-3
CCOC(=O)C1=C(COC(=O)c2cc(Cl)ccc2Cl)NC(=O)NC1c1cccs1 (configuration not stated),-2,-3,1
CCCNC(=O)NC1(C(F)(F)F)Oc2cc(Cl)c(Cl)cc2O1,nt,-9,7
CCn1nnc2c(Nc3ccc(C)cc3)ncnc21,-6,-5,5
O=C(c1sc2ccccc2c1Cl)N1CCN(Cc2ccc3c(c2)OCO3)CC1,-1,-1,-5
Cc1ccc(NC2CCCN(C(=O)c3ccoc3)C2)cc1C (configuration not stated),nt,-3,16
COc1cccc(CN2CCC(C(=O)NC(c3ccc4c(c3)OCO4)c3ccccn3)CC2)c1 (configuration not stated),-3,-4,11

# In the list so far, four have two or more sulfur atoms.
SMILES,mcGAS lum,hcGAS inh,NPYLR7 agonist
CCS(=O)(=O)Oc1ccc(CN(CC(C)C)S(=O)(=O)c2cccc(C(F)(F)F)c2)cc1,-4,-2,14
CC(=O)N1CCc2c(sc(NC(=O)c3ccc(Cl)s3)c2-c2nc3ccccc3s2)C1,nt,3,1
NC(=O)C1CCN(S(=O)(=O)c2cccs2)CC1,nt,-13,9
CCCN(CCC)C(=O)c1csc(CSc2nnc(C)n2-c2ccccc2C)n1,-6,-8,1

# Later entries:
SMILES,mcGAS lum,hcGAS inh,NPYLR7 agonist
COc1cccc(CCNC2CC(=O)N(c3ccc(C)cc3)C2=O)c1 (configuration not stated),0,-1,-7
Cc1cccc2sc(N(CCCN(C)C)C(=O)c3nc4ccccc4s3)nc12,-8,-5,5
Nc1ccnc(NC2CCCN(CC3CCCCC3)C2)n1 (configuration not stated),-7,-14,nt
O=C(/C=C/c1ccccc1)Oc1ccccc1C(=S)N1CCOCC1,nt,-4,2
COc1ccc(-c2nc3scc(CCNC(=O)CCCc4ccccc4)n3n2)cc1,-7,-4,4
Cc1cc(Nc2ccc3c(n2)C(=O)N(CC(=O)NCCc2ccccc2)C3)n(C)n1,nt,-10,6
COC(=O)C(C)Sc1ncnc2c1nnn2-c1ccc(OC)cc1 (configuration not stated),-2,4,14
O=C(Cn1cnc([N+](=O)[O-])n1)Nc1cc(Oc2cccc(C(F)(F)F)c2)cc([N+](=O)[O-])c1,-4,-2,-2
CCOC(=O)C1CCN(c2cc(Oc3ccc(Cl)c(C)c3)ncn2)CC1,-3,-4,-8
COCCN1CCCC(O)(CN(C)Cc2cccc(O)c2)C1=O (configuration not stated),-2,3,-4
COc1ccccc1NC(=O)C1OC2OC3(CCCCC3)OC2C2OC3(CCCCC3)OC12 (configuration not stated),-3,-1,nt
O=C(NCc1cccs1)c1cc2c(s1)CSC2,nt,-6,17
CCCCN(C)c1c(C)nc2ccc(C(=O)NCCN(C)C)cn12,-4,-4,-5
N#Cc1c(N=CN2CCCC2)sc2c1CCCC2,nt,-6,9
CCCNC(=O)Cc1csc(SCC(=O)c2cccs2)n1,-7,-7,1
COc1cccc(C(=O)NC(=NC2CC2)OC(C)C)c1,-5,-8,18
Cc1ccc(-c2nnc(NC(=O)C3CCCN3C(=O)Nc3c(C(C)C)cccc3C(C)C)s2)cc1 (configuration not stated),-5,-9,22
COc1ccc(F)c(C(=O)N2CCC(Cc3cccc(C(=O)O)c3)C2)c1F (configuration not stated),-8,-4,25
COC(=O)c1c(C)nc(C)c2c(=O)[nH]c3cc(OC)c(OC)cc3c12,nt,8,-4
CCc1ccccc1NC(=O)Cn1nc(SC)c(-c2nc(-c3ccc(OC)cc3)no2)c1N,-4,-3,2
COCCN(CC(=O)N1CCc2sccc2C1c1ccc(F)cc1)S(=O)(=O)c1ccc(NC(C)=O)cc1 (configuration not stated),-5,-16,-9
COc1cccc(C=C2N=C(c3ccccc3OC(F)F)OC2=O)c1,nt,-5,-1
COc1ccc(CN2CCNC(=O)C2CC(=O)N(C)CCC2CCOCC2)cc1OC (configuration not stated),nt,-7,15

# Compound profiles, from the list above. Order of values: mcGAS lum | hcGAS inh | NPYLR7 agonist
# COc1cccc(CCNC2CC(=O)N(c3ccc(C)cc3)C2=O)c1 (configuration not stated) is listed with 0 | -1 | -7
# COC(=O)C(C)Sc1ncnc2c1nnn2-c1ccc(OC)cc1 (configuration not stated) is listed with -2 | 4 | 14
# O=C(/C=C/c1ccccc1)Oc1ccccc1C(=S)N1CCOCC1 is listed with nt | -4 | 2
# O=C(Cn1cnc([N+](=O)[O-])n1)Nc1cc(Oc2cccc(C(F)(F)F)c2)cc([N+](=O)[O-])c1 is listed with -4 | -2 | -2
# COc1cccc(C=C2N=C(c3ccccc3OC(F)F)OC2=O)c1 is listed with nt | -5 | -1

# Laid out differently: 2 of the compounds above.
Molecule | mcGAS lum | hcGAS inh | NPYLR7 agonist
Cc1cc(Nc2ccc3c(n2)C(=O)N(CC(=O)NCCc2ccccc2)C3)n(C)n1 | nt | -10 | 6
COC(=O)C(C)Sc1ncnc2c1nnn2-c1ccc(OC)cc1 (configuration not stated) | -2 | 4 | 14

# Assay outcomes as filed in PubChem BioAssay.
